High-throughput results: PubChem BioAssay, National Center for Advancing Translational Sciences (NCATS)
BAZ2B block: inhibitors of human BAZ2B bromodomain. Q9UIF8. AlphaScreen BAZ2B-H3K14Ac peptide displacement. Potency, µM (top dose mostly 114 µM), inactives show at the top dose activity change, negative = inhibition, hits mostly inhibitors. 4.4% of 360,000 active. AID 504333; also: potency is read from the fitted curve at half-maximal effect; % is scaled to controls: 0 for no effect and ±100 for the full control effect; nearly all actives have a fitted effect of over 60% in size
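AlphaScreen displacement: compounds (up to 110uM) incubated 30 min at room temperature with a preformed 50 nM BAZ2B/50 nM biotinylated H3K14Ac peptide complex in PBS pH 7.4 with Tween-20. Donor and acceptor beads at 10 ug/mL final added, 20 min light-protected before reading.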
JMJD2A Tudor inh: inhibitors of human JMJD2A Tudor domain; O75164; AlphaScreen JMJD2A-Tudor / H3K4me3 peptide binding; Potency, µM (titrated, usually from 114 µM), inactives show top-dose activity change, negative = inhibition, usual class: inhibitors; 4.4% of 390,000 active; AID 504339; also: potency is read from the fitted curve at half-maximal effect; % is scaled to controls: 0 for no effect and ±100 for the full control effect; nearly all actives have a fitted effect of over 50% in size
G9a inh: blocks human histone lysine methyltransferase G9a; Q96KQ7; G9a H3K9 monomethylation, AlphaScreen, 2 h; Potency, µM (titrated, usually from 102 µM), without a hit: at the highest dose activity, negative = inhibition, hits mostly inhibitors; 8.8% of 350,000 active; AID 504332; also: potency is read from the fitted curve at half-maximal effect; % is scaled to controls: 0 for no effect and ±100 for the full control effect; nearly all actives have a fitted effect of over 75% in size
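AlphaScreen read-out: biotin-H3K9 peptide (500 nM) methylation by 20 nM enzyme with 20 uM SAM, 2 h at room temperature after 15 min compound preincubation; anti-monomethyl H3K9 antibody plus donor/acceptor beads, 10 min dark.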
PI4K2A block: PI4K2A (human) kinase inhibition | Q9BTU6 | AID 1346378 | activity change, negative = inhibition, % at 76.9 µM | purified PI4K2A, ADP-Glo luminescence, 1 h; active compounds read low | 0.13% of 420,000 active; in the data active = activity change below about -50%; inconclusive = mostly about -30% to -49%;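 also: -100% = wells without enzyme as full effect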
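Compounds are screened against recombinant PI4K2A using PI as substrate and ATP, the latter dispensed at 300 microM. Reactions run one hour at ambient temperature before ADP-Glo detection; full inhibition defined by wells lacking enzyme.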
GLS inhibitor: blocks human kidney-isoform glutaminase activity | O94925 | GLS enzymatic activity, qHTS titration | Potency, µM (titrated, usually from 45.5 µM), without a hit: at the top dose activity change, negative = inhibition, usual class: inhibitors | 0.21% of 410,000 active | AID 624170; also: potency is read from the fitted curve at half-maximal effect; % is scaled to controls: 0 for no effect and ±100 for the full control effect
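hKGA in 45 mM KH2PO4 (pH 8.2), 0.02% Tween-20 with compound, then 1mM L-Glutamine (stock as added) plus glutamate oxidase/HRP/Amplex red coupling mix. Fluorescence read initially and after 30 min at RT; signal change reflects glutamate formation.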
ERG-DNA inh: ERG Ets/DNA interaction inhibition. Potency, µM (highest dose often 76.9 µM), for the others: at the top dose FP activity, negative = inhibition, hits mostly inhibitors. 0.028% of 370,000 active. AID 624246. fluorescence polarization, His-ERG Ets domain / labelled DNA. P11308; active = well fitted inhibition curve with a large enough effect in the polarisation, with a control signal flat; inconclusive = small, poorly fitted or top-dose-only effect, or effect the other way, or a change in a side signal; inactive = no such curve, though single readings can be large or run the other way; the % refers to the polarisation;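 also: polarization taken with two DNA probes labelled with fluorescein and Texas red; potency is read from the fitted curve at half-maximal effect; % of control where 0% means no effect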
Target sequence (P11308 whole entry, looked up, the tested form may be a part): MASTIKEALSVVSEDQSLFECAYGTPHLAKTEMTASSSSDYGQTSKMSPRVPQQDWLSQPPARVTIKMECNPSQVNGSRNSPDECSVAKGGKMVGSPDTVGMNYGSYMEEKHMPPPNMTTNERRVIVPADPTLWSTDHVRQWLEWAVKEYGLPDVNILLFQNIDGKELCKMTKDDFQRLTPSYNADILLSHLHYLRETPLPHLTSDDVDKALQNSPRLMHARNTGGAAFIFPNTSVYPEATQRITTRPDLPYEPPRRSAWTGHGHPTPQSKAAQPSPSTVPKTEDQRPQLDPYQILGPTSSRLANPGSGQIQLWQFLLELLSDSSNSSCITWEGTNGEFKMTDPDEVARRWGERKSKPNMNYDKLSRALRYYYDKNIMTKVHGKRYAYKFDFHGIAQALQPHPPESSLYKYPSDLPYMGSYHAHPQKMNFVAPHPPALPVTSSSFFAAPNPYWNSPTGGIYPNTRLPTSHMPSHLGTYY
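His-tagged ERG Ets domain (1 uM in the protein solution; 300mM KCl, 50mM Tris-HCl, 1mM EDTA, 1mM DTT, pH 7.5) received compound, then a probe mix of 5 nM fluorescein-DNA and 100nM Texas-615-DNA. Fluorescence polarization was read for both dyes.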
HP1b binding inh: blocks HP1-beta chromodomain binding to methylated histone tails; P83916; AlphaScreen HP1-beta / biotin-H3K9me3 peptide binding; Potency, µM (top dose mostly 114 µM), without a hit: at the highest dose activity change, negative = inhibition, most hits filed as inhibitors; 0.56% of 390,000 active; also: potency is read from the fitted curve at half-maximal effect; nearly all actives have a fitted effect of over 70% in size; inactives centre near 23
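Compound inhibition of the preformed complex between 50 nM HP1-beta and 50 nM biotinylated H3K9me3 peptide was read by AlphaScreen. Buffer was PBS pH 7.4 with 0.01% Tween-20. Incubations ran 30 min at room temperature, with 10 ug/mL donor/acceptor beads.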
RGS4 inhibitor: blocks human RGS4-accelerated GTP hydrolysis | P49798 | Transcreener GDP fluorescence polarization, RGS4-accelerated GTP hydrolysis | Potency, µM (titrated, usually from 114 µM), for the others: at the highest dose activity change, negative = inhibition, hits mostly inhibitors | 0.039% of 390,000 active | AID 504845; also: potency is read from the fitted curve at half-maximal effect; % is scaled to controls: 0 for no effect and ±100 for the full control effect; nearly all actives have a fitted effect of over 75% in size; some results filed as inactive show a strong effect at the top dose
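MLSMR compounds (23 nl, pin-transferred) preincubated 10 min at room temperature with a 500nM (2x) first reagent, then RGS4 at 900nM (2x) plus Transcreener GDP mix added; fluorescence polarization (620/688 nm) read before and after 90 min at 30 °C.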
12-LOX inh: blocks human arachidonate 12S-lipoxygenase | P18054 | Potency, µM (highest dose often 108 µM), without a hit: top-dose activity change, negative = inhibition, hits mostly inhibitors | 1.1% of 580,000 active | purified 12hLO, xylenol orange hydroperoxide absorbance; also: potency is read from the fitted curve at half-maximal effect; % is scaled to controls: 0 for no effect and ±100 for the full control effect
Target sequence (P18054 whole entry, looked up): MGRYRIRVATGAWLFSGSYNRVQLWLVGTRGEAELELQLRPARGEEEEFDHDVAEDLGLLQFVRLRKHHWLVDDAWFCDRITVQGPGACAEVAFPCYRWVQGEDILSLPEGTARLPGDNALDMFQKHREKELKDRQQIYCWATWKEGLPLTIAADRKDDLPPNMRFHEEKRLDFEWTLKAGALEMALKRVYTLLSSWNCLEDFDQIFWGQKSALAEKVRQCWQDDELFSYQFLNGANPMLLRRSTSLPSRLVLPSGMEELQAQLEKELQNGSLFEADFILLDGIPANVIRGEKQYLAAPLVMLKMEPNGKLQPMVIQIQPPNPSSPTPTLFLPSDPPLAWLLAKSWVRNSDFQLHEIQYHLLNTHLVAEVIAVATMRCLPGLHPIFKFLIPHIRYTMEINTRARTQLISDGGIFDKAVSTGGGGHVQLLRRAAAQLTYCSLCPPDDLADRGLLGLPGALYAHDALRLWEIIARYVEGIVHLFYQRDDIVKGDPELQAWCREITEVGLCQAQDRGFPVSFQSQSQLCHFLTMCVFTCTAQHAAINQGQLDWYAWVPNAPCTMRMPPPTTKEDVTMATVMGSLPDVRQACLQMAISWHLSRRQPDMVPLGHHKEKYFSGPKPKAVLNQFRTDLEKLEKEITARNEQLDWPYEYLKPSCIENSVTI
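Hydroperoxide product was detected by ferrous iron/xylenol orange as the 573 to 405 nm absorbance ratio. Arachidonic acid at 40 uM (final) was turned over for 30 min at room temperature by 150 nM human 12hLO, pH 7.0 Hepes buffer, after 15 min compound preincubation.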
Starred values were filed as active, the others as inactive; i = inactive; ? = inconclusive; . = not tested or not shown; [ ] = remark or other dose. Unless noted, calls follow the shape of the dose curve; as a rule, active = well fitted curve in the direction sought with a large enough effect; inconclusive = small, poorly fitted or top-dose-only effect, or another doubt; inactive = no such curve, though single readings can be large; an effect the other way counts as inactive or inconclusive. Only part of the results is shown, so the mix of outcomes need not match the whole.

| compound | BAZ2B block | JMJD2A Tudor inh | G9a inh | PI4K2A block | GLS inhibitor | ERG-DNA inh | HP1b binding inh | RGS4 inhibitor | 12-LOX inh |
| --- | --- | --- | --- | --- | --- | --- | --- | --- | --- |
| CN1C[C@@H]2C[C@H]1CN2c1cc2c(cc1F)c(=O)c(C(=O)O)cn2C1CC1 | . | . | 17%[59 µM] | i | 3% | . | . | . | -7%[12.5 µM] |
| COc1ccc(C(=O)Nc2cccc(NC(=O)c3cccs3)c2)cc1OC | 0% | -18% | . | 2 | 5% | 6% | 29% | -9% | -4% |
| O=C(NCC1CCCO1)c1ccc[nH]1 (configuration not stated) | -1% | -5% | 2% | -1 | -3% | -5% | 23% | 21% | 0% |
| COc1ccc(-c2nc(C)c(C(C)=O)n2O)cc1OC | ? | -16% | ? | 17 | 13% | -2% | 31% | -3% | -14% |
| CCC(NC(=O)COc1cc2c(c3oc(=O)c(C)c(C)c13)CCC(C)(C)O2)C(=O)O (configuration not stated) | -26% | -17% | 10% | -9 | -2% | -3% | 6% | 6% | 0% |
| O=C(CCCl)Nc1nc2c(s1)CCc1ccccc1-2 | -29% | -32% | 50µM* | 2 | 6% | -8% | -14% | 8% | 24% |
| COc1cc(/C=C2/C(=N)N3N=C(C(C)C)SC3=NC2=O)ccc1OS(=O)(=O)c1ccccc1 | -14% | -34% | -14% | 9 | 14% | 12% | -17% | -47% | ? |
| O=C(NC1CCCC1)c1cnn2c(C(F)(F)F)cc(-c3ccc4c(c3)OCO4)nc12 | 21% | ? | 17% | 0 | -10% | -3% | 5% | 39% | . |
| O=C(N/N=C/c1ccc2nccnc2c1)c1ccncc1 | 10% | -15% | ? | 1 | -7% | -7% | 34% | -12% | i |
| Cc1ccc(OCCC(=O)OCC(=O)Nc2ccc3c(c2)OCCO3)cc1 | 7% | 2% | -21% | -7 | -7% | -1% | 23% | -18% | 3% |
| COc1cc(NC(=O)c2ccc(-c3nc(CSc4ccccc4)c(C)o3)cc2)cc(OC)c1 | -18% | -25% | -39%[59 µM] | -5 | -8% | 5% | 23% | 17% | -20% |
| Cc1cccc(NC(=O)CSc2cn(CC(=O)N3CCC(C)CC3)c3ccccc23)c1C | -20% | 1% | 2%[59 µM] | -3 | -10% | 3% | 33% | -1% | -22% |
| CCOCc1nnc(NC(=O)c2cccs2)s1 | 6% | -8%[57.1 µM] | -11%[59 µM] | 5 | 5% | 7% | 69%[activator] | -15%[56.9 µM] | ? |
| CCOC(=O)c1c(NC(=S)Nc2ccc(Cl)cc2)sc(C)c1C | -1% | -10% | ? | 6 | 0% | -4% | -1% | -9% | 4% |
| COc1ccc2c(c1)CCc1c(C(=O)Nc3cnn(Cc4ccc(Cl)cc4Cl)c3)noc1-2 | -24% | -27% | -25%[59 µM] | 2 | -1% | 1% | -11% | 15% | 7% |
| O=S(=O)(Oc1ccccc1C(=S)N1CCOCC1)c1ccc(Cl)cc1 | -27% | -33% | 32µM* | 1 | 4% | 2% | ? | -54% | ? |
| COc1ccc(-c2nc3ccccc3s2)cc1NC(=O)c1ccc(C#N)cc1F | 0% | 4% | 15%[59 µM] | 3 | -13% | 2% | 37% | -8% | 2% |
| CC(C)CN(C(=O)CSc1nnc(-c2cccs2)n1N)c1c(N)n(Cc2ccccc2)c(=O)[nH]c1=O | 7% | -8% | 50µM* | -1 | -3% | 6% | 26% | 0% | -5% |
| Cc1cc(-c2ccccc2)nc(N(C)NC(=O)c2c(F)cccc2F)c1S(C)(=O)=O | -21% | -2% | -2% | 4 | -1% | 0% | 17% | 21% | -25% |
| Cc1nc([N+](=O)[O-])c(N2CCN(C)CC2)n1Cc1ccccc1 | -4% | 1% | -11%[59 µM] | 6 | 1% | -2% | 45%[activator] | 23% | 0% |
| CCNc1nc(NCC)nc(Oc2ccc(N)cc2)n1 | -35% | -21% | -39% | -3 | 21% | -11% | 22% | 6% | 39%[activator] |
| Cn1c(CNS(=O)(=O)c2cccc(Cl)c2)cc(=O)n(C)c1=O | ? | 2% | 13% | 2 | -21% | 10% | 26% | -8% | -16% |
| O=C(OCC(=O)N1CCCCCC1)c1cccnc1Cl | . | 5% | . | -5 | 0% | 3% | 30% | 16% | 0% |
| Cc1cc(C(=O)COc2cc(F)ccc2[N+](=O)[O-])c(C)n1CC1CCCO1 (configuration not stated) | . | -34% | . | -2 | 10% | 12% | -21% | 14% | 0% |

Next section, starting with the last 2 of the part before.
| compound | BAZ2B block | JMJD2A Tudor inh | G9a inh | PI4K2A block | GLS inhibitor | ERG-DNA inh | HP1b binding inh | RGS4 inhibitor | 12-LOX inh |
| --- | --- | --- | --- | --- | --- | --- | --- | --- | --- |
| O=C(OCC(=O)N1CCCCCC1)c1cccnc1Cl | . | 5% | . | -5 | 0% | 3% | 30% | 16% | 0% |
| Cc1cc(C(=O)COc2cc(F)ccc2[N+](=O)[O-])c(C)n1CC1CCCO1 (configuration not stated) | . | -34% | . | -2 | 10% | 12% | -21% | 14% | 0% |
| COc1cc(NC(=O)CN2C(=O)C(C)N(c3ccc(C)cc3)C2=O)cc(OC)c1 (configuration not stated) | 1% | -26% | 12%[0.501 µM] | -3 | 13% | 11% | ? | -8% | -25% |
| COc1ccc(N2CCN(Cc3nnc(-c4cccc(Br)c4)o3)CC2)cc1 | 45µM* | 79µM* | 11µM* | -4 | 27% | 1% | ? | -23% | -10% |
| CCN1C(=O)N/C(=C/c2ccc(Sc3ccc(C)cc3)o2)C1=O | -1% | -6% | 22%[0.501 µM] | -3 | 1% | -6% | 52% | -19% | -23% |
| O=S(=O)(c1ccc(Br)cc1)N1CCCC1 | 9% | -2% | 51% | 7 | -7% | -1% | 17% | 15% | -7% |
| c1ccc(C2=Nn3c(nnc3-c3ccncc3)SC2)cc1 | 0% | -19% | ? | -10 | 3% | 0% | 12% | -1% | -9% |
| CCCCn1nc(C(=O)N(C)CC(=O)Nc2ccc(F)c(F)c2F)ccc1=O | . | 2% | . | -1 | -3% | 10% | 30%[activator] | -2% | 202%[activator] |
| CCOC(=O)N1CCC(NC(=O)c2oc3c(F)cccc3c2C)CC1 | -10% | -14% | 57%[activator][59 µM] | 4 | 1% | 3% | 25% | -3% | 10% |
| Cc1nn2c(N3CCOCC3)cc(C(C)(C)C)nc2c1-c1ccc(Cl)cc1 | 16% | 8% | 108%[activator] | -4 | 6% | 2% | 33% | -5% | 10% |
| O=C(CN1C(=O)C(c2ccc(F)cc2)=NC12CCCC2)Nc1ccc(F)cc1 | 2% | -11% | 5% | 0 | 1% | -7% | 29% | 16% | 1% |
| CCn1cc(C(=O)NCc2cccs2)c(=O)c2cc(S(=O)(=O)N3CCOCC3)ccc21 | -3% | -4% | . | 1 | -1% | -11% | 35% | -5% | 79%[activator] |
| O=C(c1ccco1)N1CCN(C(=O)c2ccc(CS(=O)c3cccc(Cl)c3)o2)CC1 (configuration not stated) | -14% | -5% | 9% | -1 | -2% | -3% | 58%[activator] | -7%[56.9 µM] | 4% |
| CCCCCOC(=O)CSc1nc2sc3c(c2c(=O)n1Cc1ccccc1)CC(C)(CC)OC3 (configuration not stated) | 4% | -3% | 14%[59 µM] | 0 | 0% | 2% | 39% | -6% | -19% |
| COc1ccc(CNC(=O)C(C)c2ccc([N+](=O)[O-])cc2)cc1 (configuration not stated) | -13% | -3% | -1% | 1 | 3% | -1% | 43%[activator] | 10% | 3% |
| N#CC1(NC(=O)COC(=O)c2nccnc2N)CCCCC1 | ? | -15% | ? | -6 | 3% | -8% | 23% | 0% | 6% |
| O=C(CNC(=O)OCc1ccccc1)NC1CCCCCC1 | -21% | -15% | 13% | 11 | 3% | -5% | 40%[activator] | 3% | 10% |
| C=CCNC(=O)CN1CCC(O)(c2ccccc2)CC1 | 13% | -10% | 1%[59 µM] | 1 | 7% | . | 27% | 3% | 10% |

Molecules from the list above containing a thiophene ring, fused or not:
| compound | BAZ2B block | JMJD2A Tudor inh | G9a inh | PI4K2A block | GLS inhibitor | ERG-DNA inh | HP1b binding inh | RGS4 inhibitor | 12-LOX inh |
| --- | --- | --- | --- | --- | --- | --- | --- | --- | --- |
| COc1ccc(C(=O)Nc2cccc(NC(=O)c3cccs3)c2)cc1OC | 0% | -18% | . | 2 | 5% | 6% | 29% | -9% | -4% |
| CCOCc1nnc(NC(=O)c2cccs2)s1 | 6% | -8%[57.1 µM] | -11%[59 µM] | 5 | 5% | 7% | 69%[activator] | -15%[56.9 µM] | ? |
| CCOC(=O)c1c(NC(=S)Nc2ccc(Cl)cc2)sc(C)c1C | -1% | -10% | ? | 6 | 0% | -4% | -1% | -9% | 4% |
| CC(C)CN(C(=O)CSc1nnc(-c2cccs2)n1N)c1c(N)n(Cc2ccccc2)c(=O)[nH]c1=O | 7% | -8% | 50µM* | -1 | -3% | 6% | 26% | 0% | -5% |
| CCn1cc(C(=O)NCc2cccs2)c(=O)c2cc(S(=O)(=O)N3CCOCC3)ccc21 | -3% | -4% | . | 1 | -1% | -11% | 35% | -5% | 79%[activator] |
| CCCCCOC(=O)CSc1nc2sc3c(c2c(=O)n1Cc1ccccc1)CC(C)(CC)OC3 (configuration not stated) | 4% | -3% | 14%[59 µM] | 0 | 0% | 2% | 39% | -6% | -19% |
